# BoNT-A LC inh2: BoNT A light chain protease inhibition; multiplex microsphere protease substrate cleavage, flow cytometry; inhibition, % at 10 µM; 360,000 tested, 0.17% active; further: plate controls were buffer without enzyme for full effect and enzyme alone for no effect
# BoNT-F LC inh: inhibitors of Botulinum neurotoxin F light chain protease | Multiplex microsphere protease cleavage assay, flow cytometry | inhibition, % at 10 µM | 360,000 tested, 0.22% active | AID 588497; in the data active means inhibition above about 35%, passing the limit was not always enough; inconclusive means no clear call, values can overlap the other calls; further: plate controls were buffer without enzyme for full effect and enzyme alone for no effect
# Mtb UGM inh: Mtb UDP-galactopyranose mutase inhibition; AID 504406; purified UGM, fluorescence polarization probe displacement; inhibition, % at 10 µM; 320,000 tested, 0.06% active; P9WIQ1; in the data active means inhibition above about 10%, passing the limit was not always enough; inconclusive means no clear call, values can overlap the other calls
# Target sequence (P9WIQ1 whole entry, looked up): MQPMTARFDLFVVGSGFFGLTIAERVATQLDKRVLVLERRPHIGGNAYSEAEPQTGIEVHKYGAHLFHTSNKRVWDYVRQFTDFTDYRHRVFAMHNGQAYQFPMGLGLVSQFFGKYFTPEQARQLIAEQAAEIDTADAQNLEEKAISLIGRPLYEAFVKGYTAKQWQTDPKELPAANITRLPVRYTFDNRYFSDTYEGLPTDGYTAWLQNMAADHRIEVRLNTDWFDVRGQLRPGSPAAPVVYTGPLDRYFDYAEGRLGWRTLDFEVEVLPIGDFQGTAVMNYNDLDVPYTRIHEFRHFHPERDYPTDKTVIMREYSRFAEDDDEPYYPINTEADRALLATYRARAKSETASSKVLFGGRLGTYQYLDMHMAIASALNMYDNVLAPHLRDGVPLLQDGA
# GDH-TPI counter: GDH-TPI coupled enzyme inhibition counter-screen | GDH-TPI coupled enzyme counterscreen, NADH absorbance | inhibition, % at 4.8 µM | 360,000 tested, 1.2% active; in the data active means inhibition above about 30%;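 further: 0% = DMSO wells and 100% = wells lacking the enzyme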
# FadD28 FP inh: blocks FadD28 binding to the bisubstrate probe | fluorescence polarization | inhibition, % at 12.5 µM | 360,000 tested, 0.22% active; in the data active means inhibition above about 8.5%, passing the limit was not always enough; inconclusive means no clear call, values can overlap the other calls
# Anthrax LF inh2: inhibitors of Bacillus anthracis lethal factor protease; P15917; multiplex microsphere protease cleavage assay, LF; inhibition, % at 10 µM; 360,000 tested, 0.12% active; AID 588501; further: plate controls were buffer without enzyme for full effect and enzyme alone for no effect
# BioA inh: BioA (M. tuberculosis) enzyme inhibition; purified M. tuberculosis BioA enzyme, plate reader; inhibition, % at 9.99 µM; 360,000 tested, 0.096% active; AID 602481; in the data active means inhibition above about 40%; inconclusive means no clear call, values can overlap the other calls
# PfHsp40 yeast: compounds rescuing yeast from Plasmodium falciparum HSP40 toxicity; S. cerevisiae expressing PfHsp40, growth rescue, ATP luminescence; growth rescue, % at 12.5 µM; 340,000 tested, 0.68% active; in the data active means growth rescue above about 28%, passing the limit was not always enough; inconclusive means no clear call, values can overlap the other calls;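 further: yeast W303a lacking pdr1 and pdr3 grown in galactose medium; growth measured after three days at 30 °C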
# Mtb FBA inh: inhibitors of M. tuberculosis fructose-bisphosphate aldolase; P9WQA3; purified M. tuberculosis FBA, fluorescence read-out; inhibition, % at 1 µM; 360,000 tested, 2.3% active; AID 588726; in the data active means inhibition above about 27%;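 further: 0% = vehicle and 100% = reference inhibitor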
# Target sequence (P9WQA3 whole entry, looked up): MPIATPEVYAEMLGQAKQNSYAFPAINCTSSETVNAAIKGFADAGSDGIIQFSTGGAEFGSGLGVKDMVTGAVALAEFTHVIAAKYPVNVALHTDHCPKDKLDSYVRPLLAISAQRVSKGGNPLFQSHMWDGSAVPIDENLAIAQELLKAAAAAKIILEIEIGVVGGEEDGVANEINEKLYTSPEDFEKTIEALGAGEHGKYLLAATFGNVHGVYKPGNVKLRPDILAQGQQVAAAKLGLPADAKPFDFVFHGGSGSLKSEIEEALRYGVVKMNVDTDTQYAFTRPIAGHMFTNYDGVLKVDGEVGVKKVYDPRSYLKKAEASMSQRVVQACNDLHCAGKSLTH
# * marks the source's active call; other numbers are inactive results; ? = inconclusive; . = not tested or not shown; & = joins results of further samples. Unless noted, no stated cut-off is given here; in the data, active means inhibition above about 30%; inconclusive means no clear call, values can overlap the other calls; inactive means below that.
SMILES,BoNT-A LC inh2,BoNT-F LC inh,Mtb UGM inh,GDH-TPI counter,FadD28 FP inh,Anthrax LF inh2,BioA inh,PfHsp40 yeast,Mtb FBA inh
COc1ccc(OCC(=O)Nc2ccc3c(c2)C(=O)NC3=O)cc1,4.5,-2,0.1,4,1.2,6,-0.3,-0.8,0
Cn1nc(-c2ccc(Cl)cc2)c2cc(C(=O)N3CCOCC3)sc21,0.6,1,1.8,19,-0.5,-19,0.2,-0.3,4
Cc1nnc(Nc2ccc(O)cc2)[nH]c1=O,-1.5,-10,-1.8,1,1.4,-4,-1.4,-0.6,-1
COc1cc(/C=N/Nc2nc(C)cc(=O)[nH]2)ccc1OC(=O)c1cccnc1,-2.1,-6,0.8,13,-0.5,-2,-0.9,-0.5,3
Cc1cc(C(=O)O)ccc1[N+](=O)[O-],0.0,-8,1.6,8,-1.5,6,0.0,0.9,3
COc1ccc(-c2csc3ncnc(Oc4ccc5c(C)cc(=O)oc5c4)c23)cc1,0.5,-1,-0.7,17,-2.3,1,0.7,0.5,2
O=P(O)(O)c1cc(-c2ccccc2)oc1-c1ccccc1,-0.4,-1,0.8,37*,-0.8,2,.,-2.6,164*
Cc1cc(NC(=O)c2cccs2)ncc1NC(=O)C(C)(C)C,1.5,-8,0.5,-11,-2.1,8,1.3,-1.8,-2
CN1CCN(C(=O)CN2C(=O)CC(C)(C)S(=O)(=O)c3ccccc32)CC1,0.0,1,-1.3,-11,-3.3,-1,-0.3,0.2,-1
CCc1ccc(-n2c(O)cnc2Nc2nc(C)cc(C)n2)cc1,-1.4,-10,-1.9,-10,-0.5,-3,1.3,-0.7,1
CC(C)(C)c1ccc(OCCCC(=O)NNC(=O)c2ccccc2O)cc1,-0.2,?,-1.0,1,-3.4,1,0.2,-1.0,14
COc1cc(C(=O)O[C@H]2CC(C)=CC[C@@]3(C)CC[C@@](O)(C(C)C)[C@H]23)ccc1O,-1.3,-14,0.5,4,-2.7,3,1.3,11,0
CCn1c(SCC(=O)Nc2nccs2)nnc1-c1ccco1,0.5,0,2.3,2,0.9,-2,.,1.9,-3
COc1cccc(NC(=O)COc2ncnc3sc(C)c(C)c23)c1,0.2,-6,0.3,3,-2.3,4,4.5,1.8,-2
Cc1ccccc1C(=O)Nc1c(-c2cccs2)c(=O)c2ccccc2n1C,0.2,6,0.0,29,-1.8,-8,.,1.2,1
O=C(c1ccco1)N1CCN(Cc2cc(=O)c(OCc3cccc(F)c3)co2)CC1,-1.8,-11,2.9,-5,-2.4,-3,3.3,0.3,4
Cn1c(=O)cc(SCC(=O)NCc2cccnc2)c2ccccc21,0.0,-34,3.0,0,-1.1,4,-1.1,0.7,0
Cc1cc(C)c(S(=O)(=O)NCC(=O)O)cc1C,?,5,-0.6,11,1.3,-10,.,1.6,1
C/C(=N\NC(=O)c1c[nH]c2ccccc12)c1ccc2c(c1)OCO2,-0.1,-1,-2.0,8,-4.9,0,.,-0.5,1
Cc1ccc(NS(=O)(=O)c2ccc3c(c2)oc(=O)n3C)cc1F,0.5,-2,-0.9,3,-1.6,-10,1.5,0.7,-2
C#C[C@]1(OC(C)=O)CCC2C3CCC4=CC(=O)CC[C@@H]4C3CC[C@@]21C (some centres not stated),-0.5,-10,-2.2,0,-0.5,6,3.6,0.2,-1
COc1ccc(/C=C/C(=O)Nc2cccc(S(=O)(=O)NC3=NCCCCC3)c2)c(OC)c1,-0.5,-6,-2.7,36*,-5.0,5,-1.0,-0.2,4
COc1cc2c(cc1OC)CN(C(=O)c1cccc([N+](=O)[O-])c1)CC2,-1.0,-8,1.2,-3,-2.1,2,8.2,-0.7,2
COCCCn1c(C)c(C(C)=O)cc(NC(=O)c2ccccc2)c1=O,0.6,-3,-2.5,0,-0.5,-4,.,0.1,3
Nc1c(N2CCCCC2)c(=O)[nH]c(=O)n1-c1ccccc1,-1.7,-4,3.6,3,-1.7,0,-1.0,-0.5,3
SMILES,BoNT-A LC inh2,BoNT-F LC inh,Mtb UGM inh,GDH-TPI counter,FadD28 FP inh,Anthrax LF inh2,BioA inh,PfHsp40 yeast,Mtb FBA inh
CCc1ccc(Oc2coc3cc(OC(=O)c4cc5ccccc5oc4=O)ccc3c2=O)cc1,-0.9,-12,1.2,7,-0.8,-4,0.4,-1.1,13
O=C1C(CSCc2ccccc2)NC(=S)N1c1ccccc1 (configuration not stated),-1.7,-56,0.1,-3,-3.7,7,6.0,.,2
Cc1c(NC(=O)C(C)N(c2ccccc2)S(C)(=O)=O)c(=O)n(-c2ccccc2)n1C (configuration not stated),-1.1,4,1.6,-4,-1.7,0,.,-0.5,2
O=[N+]([O-])c1ccc(Cl)c(/C=N/N2CCN(Cc3ccc(Cl)cc3)CC2)c1,?,4,1.0,12,-1.5,-8,-1.0,1.3,0
Cc1cc(C)n(S(=O)(=O)c2ccc3ccccc3c2)n1,0.7,-1,-2.0,0,-1.8,0,-1.3,-1.3,3
O=C(O)CN1C(=O)C(=O)N(Cc2ccc(C(F)(F)F)cc2)C1=O,0.2,14,-0.5,11,-0.1,5,-0.2,-1.8,4
O=C(CN1CCN(c2ccccn2)CC1)Nc1cccc(S(=O)(=O)N2CCOCC2)c1,-0.1,-4,0.7,5,-4.4,-1,-1.1,-0.2,0
COc1cc(NC(=O)COc2ccccc2Cl)ccc1NC(=O)C(C)C,-0.3,-5,0.8,-5,-2.5,-3,-0.1,1.2,2
CC(=O)Nc1ccc(S(=O)(=O)Nc2ccccc2C(=O)N2CCCCCC2)cc1,0.4,-7,2.8,-3,1.4,-10,-1.2,-0.9,1
CCOC(=O)c1cc(-c2ccccc2)sc1NC(=O)CC(C)C,-0.2,2,-0.2,4,-2.6,-2,-3.7,-0.4,0
COc1cc2c(cc1OC)C(C(=O)NC1CC1)C1c3ccccc3CCN1C2=O (configuration not stated),-0.2,-7,3.1,10,-1.3,2,-2.0,-0.5,4
Cc1ccc2nc(-c3ccc(NS(=O)(=O)c4c(C)n(C)c(=O)n(C)c4=O)cc3)sc2c1,0.4,-4,1.8,17,-1.3,-1,.,0.3,17
Cc1onc(-c2c(F)cccc2Cl)c1C(=O)NCc1ccccc1,-0.6,9,1.0,-1,-1.6,-2,-1.3,-1.0,-1
COC(=O)c1c(NC(=O)COC(=O)Cn2cnc3ccccc32)sc2c1CCCC2,-0.2,-7,0.0,-1,-4.4,-4,1.7,2.6,0
CC(=O)NC1=NC(=O)/C(=C/c2cc(C)n(-c3cccc(C(=O)O)c3)c2C)S1,0.6,-10,.,8,5.7,-12,.,0.5,-13
CCCNC(=O)c1ccccc1C(=O)NC1(C(=O)NCCC)CCCC1,-1.4,?,0.2,-8,-3.4,-3,-0.4,0.7,-4
COc1ccc2c3n([n+]([O-])c2c1)CCN=C3c1ccc(Cl)cc1,0.8,-15,-0.6,-6,-4.7,-4,11,-1.4,-5
COc1ccccc1-c1noc(-c2ccncc2)n1,-0.1,-20,1.5,11,0.5,8,-1.2,-0.4,6
O=C(Nc1cccc2ncccc12)c1cccc(Br)c1,-1.6,9,-1.4,19,.,-9,-1.4,-0.3,-2
CSc1ccc(/C=C(/NC(=O)c2ccco2)C(=O)N2CCOCC2)cc1,-1.6,1,-1.4,14,1.2,-5,-0.1,-0.4,-5
Cc1cc(C)cc(N2CC(O)Cn3c2nc2c3c(=O)[nH]c(=O)n2C)c1 (configuration not stated),-1.1,-19,-0.9,-3,-4.3,6,-0.3,-1.2,-5
N#Cc1c(-c2ccccc2)nc(SCC(=O)NC2CCCCC2)[nH]c1=O,-0.6,-4,0.6,-1,-3.0,-3,.,1.9,4
Cc1ccc(/C=N/NC(=O)c2nnn(-c3nonc3N)c2C(C)C)o1,.,.,0.2,44*,-0.5,.,3.0,0.8,0
Cc1cc(C)nc(SCC(=O)N2CCOCC2)n1,-1.1,-11,0.2,0,0.4,-2,0.2,-0.1,3
CCOC(=O)C1CCN(C(=O)C(C)N(c2ccc(Oc3ccccc3)cc2)S(C)(=O)=O)CC1 (configuration not stated),-0.5,-8,.,-1,-0.8,-2,.,0.1,1

# Brought forward from above: 4 compounds; new compounds follow.
SMILES,BoNT-A LC inh2,BoNT-F LC inh,Mtb UGM inh,GDH-TPI counter,FadD28 FP inh,Anthrax LF inh2,BioA inh,PfHsp40 yeast,Mtb FBA inh
N#Cc1c(-c2ccccc2)nc(SCC(=O)NC2CCCCC2)[nH]c1=O,-0.6,-4,0.6,-1,-3.0,-3,.,1.9,4
Cc1ccc(/C=N/NC(=O)c2nnn(-c3nonc3N)c2C(C)C)o1,.,.,0.2,44*,-0.5,.,3.0,0.8,0
Cc1cc(C)nc(SCC(=O)N2CCOCC2)n1,-1.1,-11,0.2,0,0.4,-2,0.2,-0.1,3
CCOC(=O)C1CCN(C(=O)C(C)N(c2ccc(Oc3ccccc3)cc2)S(C)(=O)=O)CC1 (configuration not stated),-0.5,-8,.,-1,-0.8,-2,.,0.1,1
CCCCNC(=O)COc1ccccc1C(=O)c1cc(C#N)c(=O)n(CCOC)c1,0.4,9,-1.5,13,-2.3,0,0.3,3.9,0
COc1ccc(CCC(=O)NCCOc2ccc(C)cc2)cc1,-3.4,1,-0.3,-7,-2.6,8,1.5,-0.9,2
Cc1cccc(NC(=S)/N=C(\N)Nc2nc(C)c3cc(C)ccc3n2)c1,-1.2,-6,5.5,9,-4.9,-1,-2.3,16,1
Cc1ncoc1C(=O)NC1CCCc2c1cnn2-c1ccc(C(C)(C)C)cc1 (configuration not stated),1.2,9,.,-21,-1.4,2,5.2,0.9,-5
O=C(CSc1nc2cccnc2n1Cc1ccccc1)NC1CCCCC1,0.4,3,-2.3,-1,-3.4,-4,1.8,1.0,0
COc1cccc(OC)c1C(=O)Nc1sc2c(c1C#N)CCC2,0.7,?,3.3,3,-2.5,-2,-2.4,-0.5,0
O=C(CN1CCc2ccccc2C1)Nc1ccccc1Cl,-1.5,?,0.9,14,0.6,3,0.4,-1.4,1
COCc1cc(C)nc2sc(C(=O)NC3CCCCC3)c(N)c12,1.5,10,-0.5,-12,-2.4,2,-1.0,0.4,9
C[C@H]1CN([C@@H](C)CO)C(=O)CCCn2cc(nn2)CO[C@@H]1CN(C)C(=O)Nc1ccc(N2CCCCC2)cc1,0.0,0,.,19,-0.5,-4,-1.1&-0.9&-1.8,.,6
O=C1CC(NC(=O)C(F)(F)F)=NN1c1ccccc1,-4.3,-21,0.5,-1,-0.7,-15,.,5.7,4
Cc1ccc(S(=O)(=O)N2CCCC2C(=O)Nc2cc(C)on2)cc1 (configuration not stated),0.2,-8,0.6,16,-0.2,-4,.,-0.6,1
CC(C)CCNC(=O)CO/N=C/c1ccccc1OC(F)F,-0.7,-5,-1.7,6,0.0,-1,-0.9,-2.4,-1
CCOC(=O)C1(C)CCN1C(=O)c1ccccc1C (configuration not stated),0.1,-3,.,13,-2.9,-9,-1.8,.,-3
C=CCSc1nc(C)cc2c1C(=O)OC2,-0.3,-8,2.4,1,-2.3,6,.,-0.7,4
Cc1cc(OCC(=O)OCC(=O)Nc2cccnc2Cl)ccc1Cl,.,.,.,0,-3.0,.,0.0,2.1,-2
O=C(CSc1ccc(-c2ccco2)nn1)N1CCCCC1,0.3,-4,1.3,6,-2.5,-6,.,-0.7,6
O=C(Cn1nnc(-c2ccccc2F)n1)OCC(=O)c1ccccc1,-2.7,-12,-0.7,2,-2.8,-2,.,-1.3,3
COc1cccc(-c2nc(N3CCCC3)c3ccccc3n2)c1O,0.9,10,-0.2,13,0.2,-2,-0.1,-0.5,1
O=C1NC2c3c(I)sc(I)c3C(=O)C2O1 (configuration not stated),0.1,-6,.,6,-0.5,-10,.,0.6,0
CCNc1ncnc2c1cnn2C1CCCCO1 (configuration not stated),-0.3,-2,.,-5,-2.5,0,0.2,-0.1,0
Cc1oc2cc3oc(=O)c(CCC(=O)NCc4ccccn4)c(C)c3cc2c1C,0.1,-3,4.6,18,-2.0,2,0.1,-1.0,7
N#Cc1ccccc1S(=O)(=O)N1CCN(CC(O)c2ccccc2)CC1 (configuration not stated),-1.0,1,0.6,13,0.7,-4,.,0.8,3
CC(C)OC(=O)c1cccc(C(=O)O)n1,0.6,8,-0.6,15,-0.6,0,-0.3,4.1,3
